# Bioassay records (PubChem BioAssay)
# MITF primary = human MITF inhibition, primary screen | 650,000 compounds, 0.91% hits | O75030 | inhibition, % at 2.6 µM | AID 1259374 | AlphaScreen MITF homodimerization, bead proximity signal; in the data active means inhibition above about 50%;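 further: 0% = vehicle wells with protein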
# Target sequence (O75030 whole entry, looked up): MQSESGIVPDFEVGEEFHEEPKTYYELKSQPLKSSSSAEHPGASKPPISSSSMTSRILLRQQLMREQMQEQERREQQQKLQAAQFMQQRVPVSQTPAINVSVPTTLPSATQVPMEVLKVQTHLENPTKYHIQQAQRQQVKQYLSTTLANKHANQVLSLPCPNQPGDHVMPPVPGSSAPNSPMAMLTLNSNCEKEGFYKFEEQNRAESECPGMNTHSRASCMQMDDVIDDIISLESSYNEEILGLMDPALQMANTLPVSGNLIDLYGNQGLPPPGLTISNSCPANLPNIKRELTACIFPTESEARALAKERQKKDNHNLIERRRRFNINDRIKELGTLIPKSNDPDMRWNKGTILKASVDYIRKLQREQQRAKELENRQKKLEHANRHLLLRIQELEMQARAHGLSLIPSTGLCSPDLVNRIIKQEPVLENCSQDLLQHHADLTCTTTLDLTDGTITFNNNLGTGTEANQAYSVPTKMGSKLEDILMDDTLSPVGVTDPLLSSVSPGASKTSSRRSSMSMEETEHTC
# GPR151 ag = activates the human receptor GPR151 | AID 1508602 | Q8TDV0 | activation, % at 11.2 µM | 650,000 compounds, 1% hits | PathHunter beta-arrestin GPR151 cells, luminescence; in the data active means activation above about 4.9%;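 further: 0% = median of compound wells and 100% = cells with positive control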
# Target sequence (Q8TDV0 whole entry, looked up): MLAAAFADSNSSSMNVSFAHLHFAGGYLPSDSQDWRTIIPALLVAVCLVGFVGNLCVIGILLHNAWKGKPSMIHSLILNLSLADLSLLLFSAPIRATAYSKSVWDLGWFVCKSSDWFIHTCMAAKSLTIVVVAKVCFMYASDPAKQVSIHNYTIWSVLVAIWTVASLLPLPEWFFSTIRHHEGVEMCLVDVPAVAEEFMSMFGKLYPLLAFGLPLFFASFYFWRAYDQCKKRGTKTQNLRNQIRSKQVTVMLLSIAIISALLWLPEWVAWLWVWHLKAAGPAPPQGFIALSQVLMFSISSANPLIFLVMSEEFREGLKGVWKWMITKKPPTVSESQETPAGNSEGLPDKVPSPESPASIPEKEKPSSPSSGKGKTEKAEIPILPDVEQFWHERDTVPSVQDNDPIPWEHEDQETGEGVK
# FBW7 activator = human FBW7 E3 ligase activation, primary screen. AID 1259310. 650,000 compounds, 0.13% hits. normalized activity (activation), % at 26.1 µM. AlphaScreen FBW7–phospho-cyclin E peptide binding, activator screen; in the data active means normalized activity above about 1.9%;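 further: purified mutant Fbw7 with reduced substrate affinity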
# TEAD-YAP inh = TEAD-YAP interaction inhibition; HEK-TIYL cells, TEAD-Gal4/YAP UAS-luciferase luminescence; 640,000 compounds, 1.4% hits; inhibition, % at 9.12 µM; in the data active means inhibition above about 32%;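 further: 0% = median of test compound wells and 100% = reference inhibitor wells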
# The depositor's hits bear a star. Rows are unselected, and some 3.4% of all compounds hit somewhere here.
molecule,MITF primary,GPR151 ag,FBW7 activator,TEAD-YAP inh
Clc1ccc(Nc2c(-c3ccccn3)nc3cnccn23)cc1,4,0.3,-0.8,-15
O=C(Nc1sc2c(c1C(=O)Nc1ccc(Cl)cc1)CCCC2)c1ccccc1Cl,-16,0.3,-0.1,3
CN(CC(=O)N(C)c1c(N)n(Cc2ccccc2)c(=O)[nH]c1=O)Cc1ccccc1F,-9,1.7,0.0,6
COC(=O)c1nnn(CC(=O)Nc2ccc(OC)cc2OC)c1C(=O)OC,12,-1.6,0.3,4
COc1cc(C(=O)Nc2sc3c(c2C(N)=O)CCCC3)cc(OC)c1OC,6,1.0,-0.3,-7
CCCN(CCC)C(=O)c1ccccc1C,4,-0.6,0.8,3
CCOCCC(=O)Nc1nccs1,-2,-1.5,-0.1,-6
O=C(O)CCSc1nc2ccccc2s1,15,-1.8,0.1,16
COc1cccc(C2=N/C(=C\N(C)C)C(=O)O2)c1,15,-1.5,-0.1,-36
O=C(Oc1ccc(-c2ccccc2)cc1)c1ccco1,2,1.1,-0.1,-5
C/C(=N/NC(=O)C(F)(F)F)c1ccc(O)cc1,10,-0.3,-0.2,1
Oc1cccc(-c2nc3ccccc3s2)c1,-5,-4.4,-0.2,92*
CCOC(=O)NC1(C(F)(F)F)NC(=O)N(c2cccc(C(F)(F)F)c2)C1=O (stereo unspecified),-18,0.9,0.1,12
O=C(O)/C=C/c1nc(-c2ccccc2Cl)n2ccccc12,-4,0.2,-0.1,-8
c1ccc(CNc2nc(Nc3ccc(N4CCOCC4)cc3)nc3nc[nH]c23)cc1,1,-0.7,0.1,-14
COc1ccc(CCNC(=O)c2cc(C)ccc2C)cc1,-8,-2.7,-0.3,6
Cc1cc(C)nc(SCc2nc(-c3ccccc3)no2)n1,11,0.0,0.0,-53
O=C1C(=O)N(c2ccccc2)C(c2ccccc2)=C1C(c1ccccc1)c1ccccc1,8,-1.0,0.0,9
COc1ccc(CNC(=O)C2CC(=O)N(c3ccc(Cl)cc3)C2)cc1 (stereo unspecified),-4,2.0,-0.2,-7
OCCNCC(O)Cn1c2ccc(Cl)cc2c2cc(Cl)ccc21 (stereo unspecified),15,0.7,0.2,-1
Cc1cccc(NC(=O)CSc2nnc3ccccn23)c1,2,0.3,0.0,-8
COc1ccc(C(=O)N2c3c(OC)cccc3-c3c(ssc3=S)C2(C)C)cc1,17,0.0,0.1,11
O=C(CCCCCn1c(=S)[nH]c2ccc(Br)cc2c1=O)NCc1ccccc1,-7,-0.3,0.0,5
O=C(CN(c1ccccc1F)S(=O)(=O)c1ccccc1)NCCc1ccccc1,14,0.5,0.0,2
CCn1c(NCC(O)c2ccccc2)nc2c1c(=O)n(C)c(=O)n2C (stereo unspecified),3,1.1,-0.1,29
COc1ccc(Cn2c(=O)c3cccnc3n(Cc3ccc(C#N)cc3)c2=O)cc1,-1,-0.2,-0.3,-4
CC(C)(C)c1ccc(C(=O)N2CCN(c3ccc([N+](=O)[O-])c(NCCc4ccccc4)c3)CC2)cc1,-17,0.1,-0.1,-2
CN(CCc1ccccn1)C(=O)CCC1CCCN(C(=O)NCc2ccccc2)C1 (stereo unspecified),14,-0.8,0.0,-3
CN(C)S(=O)(=O)c1cccc(NC(=O)Cn2[nH]c(=O)c3ccccc3c2=O)c1,2,-1.6,-0.1,2
CCOC(=O)C1=C(O)/C(=C/c2cccc(O)c2)SC1=Nc1ccc([N+](=O)[O-])cc1,13,-0.3,-0.2,2
Cc1ccc(C2Nc3ccccc3C(=O)N2c2ccccc2)cc1 (stereo unspecified),-3,3.5,-0.1,-12
CCOC(=O)c1c(NC(=O)CSc2nnc(CNC(=O)c3ccccc3OC)n2-c2cccc(Cl)c2)sc2c1CCC2,-13,-0.5,0.0,8
COc1ccccc1N(CC(=O)Nc1cccc(Cl)c1C)S(C)(=O)=O,9,0.5,0.0,1
N#C/C(=C\c1c(Oc2ccccc2)nc2ccccn2c1=O)S(=O)(=O)c1ccccc1,6,1.6,-0.2,15
CC1(C)CC(=O)C2=C(C1)Nc1ncnn1C2c1cccs1 (stereo unspecified),4,0.4,0.3,13
COc1ccc(NC(=O)Cn2nnc(-c3nc(-c4ccncc4)no3)c2N)cc1OC,-11,-0.3,-0.1,3
CC(O)Cn1c(N=Nc2c(O)[nH]c3ccccc23)nc2c1c(=O)[nH]c(=O)n2C (stereo unspecified),-4,0.2,0.6,5
NS(=O)(=O)c1ccc(Nc2c([N+](=O)[O-])cncc2[N+](=O)[O-])cc1,5,-0.6,0.1,5
CC(C(=O)N1CCN(c2ccccc2)CC1)c1ccc([N+](=O)[O-])cc1 (stereo unspecified),9,-1.1,0.2,5
COc1cc(OC)c(S(=O)(=O)N2CCOCC2)cc1C(=O)Nc1ccccc1,-1,-0.1,-0.2,3
CC(C)(C)C1CCC(C(=O)N2C(=O)c3cccc(N)c3C2=O)CC1 (stereo unspecified),4,0.4,0.0,-2
CN(Cc1ccccn1)C(=O)CC1C(=O)NCCN1Cc1ccc(F)c(F)c1 (stereo unspecified),0,-0.5,-0.1,-12
CCC(C)C(NC(=O)C(CC(=O)OCc1ccccc1)NC(=O)OC(C)(C)C)C(=O)NC(Cc1ccccc1)C(=O)OC (stereo unspecified),-4,0.5,-0.1,8
Cc1ccc(C(=O)NCc2n[nH]c(=S)n2-c2ccc(F)cc2)cc1C,1,1.5,0.0,-8
CCCCCCc1cc2cc(C(N)=O)c(=Nc3ccc(Oc4ccccc4)cc3)oc2cc1O,-7,-0.1,0.0,2
COC(=O)COc1ccc(C2C3=C(CC(C)(C)CC3=O)OC3=C2C(=O)CC(C)(C)C3)cc1OC,16,4.0,0.3,-3
OCC1(CCOc2ccccc2)CCN(Cc2cccc3cnccc23)CC1,-8,-0.8,-0.2,4
CCN(C(=O)Cc1nc(-c2ccc(OC)cc2)no1)c1ccccc1,0,0.2,-0.2,-9
C=CCc1c(C)[nH]c2ccc(Br)cc2c1=O,8,-0.9,0.0,-9
CCCCn1c(=O)c2c(nc3n(-c4ccc(C)cc4)c(C)cn23)n(C)c1=O,9,-1.3,0.1,8
CC1OC(Nc2cc(Cl)ccc2C(=O)O)C(O)C(O)C1O (stereo unspecified),7,-0.4,0.0,-1
Cc1ccc(N2C(=S)NC3c4cc(C)ccc4OC2(C)C3C(=O)N(C)C)cc1 (stereo unspecified),5,1.1,-0.1,-2
Cc1ccc(NC(=O)CC23C[C@H]4C[C@@H](C2)CC(n2nnc(C)n2)(C4)C3)c(Cl)c1,6,-0.9,0.0,0
COc1cc2c(cc1OC)C(C(Cl)(Cl)Cl)OC2=O (stereo unspecified),5,-0.4,0.1,7
COc1cc(OC)c(NCCC(=O)c2cccs2)cc1Cl,-1,-1.1,-0.6,-8
COc1ccc(CNC(=O)c2cc3nc(-c4ccccc4)cc(C(F)(F)F)n3n2)cc1,-3,1.6,-0.1,2
COc1ccc(-c2csc(N3CCCC3C(=O)OCc3ccccc3)n2)cc1 (stereo unspecified),5,0.0,0.1,-12
CC(=O)N1CCN(c2ccc(NC(=O)c3ccc(F)cc3)cc2)CC1,-1,0.5,0.0,-6
O=C(COc1ccc(Br)cc1CO)Nc1ccc(Cl)cc1F,-5,-0.3,0.0,-14
CSC1=NC(=Nc2ccccc2C)C2(CCC(C(C)(C)C)CC2)N1c1ccc(NC(C)=O)cc1 (stereo unspecified),9,-0.6,-0.2,-2

# Just GPR151 ag and MITF primary, for 6 of the compounds above:
compound,GPR151 ag,MITF primary
COc1ccc(-c2csc(N3CCCC3C(=O)OCc3ccccc3)n2)cc1 (stereo unspecified),0.0,5
CCOC(=O)c1c(NC(=O)CSc2nnc(CNC(=O)c3ccccc3OC)n2-c2cccc(Cl)c2)sc2c1CCC2,-0.5,-13
COc1ccc(CNC(=O)c2cc3nc(-c4ccccc4)cc(C(F)(F)F)n3n2)cc1,1.6,-3
CSC1=NC(=Nc2ccccc2C)C2(CCC(C(C)(C)C)CC2)N1c1ccc(NC(C)=O)cc1 (stereo unspecified),-0.6,9
CCC(C)C(NC(=O)C(CC(=O)OCc1ccccc1)NC(=O)OC(C)(C)C)C(=O)NC(Cc1ccccc1)C(=O)OC (stereo unspecified),0.5,-4
CCN(C(=O)Cc1nc(-c2ccc(OC)cc2)no1)c1ccccc1,0.2,0

# More results
# Order of results: MITF primary	GPR151 ag	FBW7 activator	TEAD-YAP inh
Cc1cc(C)cc(N(C(=O)c2ccc3c(c2)OCO3)C2C=CS(=O)(=O)C2)c1 (stereo unspecified)
→ -9	0.6	0.1	0
CN1CCN(C(=O)c2cc(-c3cccs3)n(CC(=O)NCC3CCCO3)n2)CC1 (stereo unspecified)
→ 5	-0.5	0.1	12
COC(=O)c1ccc(NC(=O)CO/N=C2\CCCc3nonc32)cc1
→ -7	-0.2	0.1	-4
O=C(OCc1cc([N+](=O)[O-])cc2c1OCOC2)c1cc(=O)c2ccccc2o1
→ -5	0.1	-0.1	20
O=[N+]([O-])c1ccccc1/C=N\Nc1ccccn1
→ 2	0.4	-0.1	-16
CCOc1ccc(-n2cc(-c3ccccc3)c3c(N4CCOCC4)ncnc32)cc1
→ -6	-0.3	-0.2	-10
COc1cc(NC(=O)c2cnc(Nc3cnccn3)s2)cc(OC)c1OC
→ 3	1.3	0.6	-12
O=c1c2cccnc2n(Cc2ccc(F)cc2)c(=O)n1Cc1ccc2c(c1)OCO2
→ 1	-0.4	-0.2	-8
O=C(NCc1ccc2c(c1)OCO2)C1(S(=O)(=O)c2ccccc2)CC1
→ -2	0.1	-0.1	2
Cc1cc(C(=O)Nc2cnn(Cc3ccc(F)cc3)c2)no1
→ 11	0.4	0.0	-16

# Entries listed so far with a tert-butyl group (4):
# Order of results: MITF primary	GPR151 ag	FBW7 activator	TEAD-YAP inh
CC(C)(C)c1ccc(C(=O)N2CCN(c3ccc([N+](=O)[O-])c(NCCc4ccccc4)c3)CC2)cc1
→ -17	0.1	-0.1	-2
CC(C)(C)C1CCC(C(=O)N2C(=O)c3cccc(N)c3C2=O)CC1 (stereo unspecified)
→ 4	0.4	0.0	-2
CCC(C)C(NC(=O)C(CC(=O)OCc1ccccc1)NC(=O)OC(C)(C)C)C(=O)NC(Cc1ccccc1)C(=O)OC (stereo unspecified)
→ -4	0.5	-0.1	8
CSC1=NC(=Nc2ccccc2C)C2(CCC(C(C)(C)C)CC2)N1c1ccc(NC(C)=O)cc1 (stereo unspecified)
→ 9	-0.6	-0.2	-2

# Continued.
# Order of results: MITF primary	GPR151 ag	FBW7 activator	TEAD-YAP inh
Cc1nc(C)n(-c2ccc(Nc3ncc4ccc(-c5cnn(C)c5)cc4n3)cc2)n1
→ -7	0.3	-0.1	85*
CCOc1ccc2nc(SCC(=O)Nc3ccc(C(C)=O)cc3)[nH]c2c1
→ -2	3.6	-0.2	-60
O=C(COc1ccc(Cl)cc1)NNC(=O)C(=O)NC1CCCCC1
→ 6	-1.3	-0.2	-3
COc1ccc(/C=C2\SC(=O)N(CO)C2=O)c(OC)c1
→ 15	2.1	0.0	-11
Cc1cccc(OCC(=O)Nc2ccccc2N2CCOCC2)c1
→ 5	0.9	-0.1	-5
COCC(=O)N(Cc1cc2cc(C)ccc2n2nnnc12)CC1CCCO1 (stereo unspecified)
→ -7	2.1	0.0	-11
CCOC(=O)c1ccc(NC(=O)C2(S(=O)(=O)c3ccc(C)cc3)CC2)cc1
→ -9	-0.1	0.1	-2
CC1CN(S(=O)(=O)c2ccc(C(=O)NNC(=O)c3ccc(S(=O)(=O)N(C)c4ccccc4)cc3)cc2)CC(C)O1 (stereo unspecified)
→ -2	2.1	0.1	-3
CC(CO)NCCOc1cccc2ccccc12 (stereo unspecified)
→ 31	1.1	0.0	3
O=C(Cc1cn(-c2ccc(Nc3ccc(-n4ccnc4)cc3)nn2)c2ccccc12)NCc1ccccc1
→ 4	-1.6	-0.1	4
CC(=O)N1CCN(c2ncnc3ccccc23)CC1
→ -2	1.6	0.0	11
CCCCNC(=O)c1c(C)c(C(=O)OCC)n(CC)c1C
→ -18	-0.6	-0.1	-11
CCc1ccccc1N(C(=O)c1ccc(F)cc1)C1C=CS(=O)(=O)C1 (stereo unspecified)
→ -7	-0.4	-0.1	-10
CC(OC(=O)c1ccc([N+](=O)[O-])o1)C(=O)Nc1ccc2c(c1)C(=O)c1ccccc1C2=O (stereo unspecified)
→ 1	-3.0	-0.1	-49
COc1ccc(OC)c(C2C(C(C)=O)=C(O)C(=O)N2CC#N)c1 (stereo unspecified)
→ -9	0.7	-0.6	-5
CCn1c2ccccc2c2cc(NC(=O)COc3ccc(C)cc3)ccc21
→ 12	1.3	-0.1	10
COCCNC(=O)c1cc(-c2ccc(F)cc2)on1
→ 9	-0.2	0.1	-80
CC1C(=O)OC2(c3ccc(Br)cc3)C(C)C(=O)OC12 (stereo unspecified)
→ 11	1.7	0.0	16
O=C(OCC(=O)c1c[nH]c2ccccc12)c1cc(=O)c2ccccc2o1
→ 7	-0.4	0.0	-1
Cc1ccc(CNC(=O)C(OC(=O)c2ccco2)C(C)C)cc1 (stereo unspecified)
→ 16	-0.9	0.1	3
Clc1ccc(Oc2sc(Nc3cccc(Cl)c3)nc2-c2ccccc2)cc1
→ -4	-0.6	-0.3	-24
CCOc1ccc(C(=O)NC(=S)Nc2ccc(Cc3ccncc3)cc2)cc1
→ 1	0.6	-0.1	-2
CC(C)(C)c1nnc(NC(=O)Cc2ccccc2[N+](=O)[O-])s1
→ 18	-0.4	0.0	-12

# Compound profiles (already shown).
# CC(OC(=O)c1ccc([N+](=O)[O-])o1)C(=O)Nc1ccc2c(c1)C(=O)c1ccccc1C2=O (stereo unspecified) is listed with MITF primary: 1; GPR151 ag: -3.0; FBW7 activator: -0.1; TEAD-YAP inh: -49
# O=C(OCC(=O)c1c[nH]c2ccccc12)c1cc(=O)c2ccccc2o1 is listed with MITF primary: 7; GPR151 ag: -0.4; FBW7 activator: 0.0; TEAD-YAP inh: -1
